# From PubChem BioAssay
# TNAP activation fold: human TNAP enzyme activators, primary screen, biochemical, luminescent, no phosphate acceptor, uHTS (AID 1001) | purified TNAP, luminescent activation assay, no phosphate acceptor; higher activation fold means a stronger effect | 200,000 compounds, 0.03% hits | one-dose activation fold at 20 µM; EC50 in µM for titrated hits | Alkaline phosphatase, tissue-nonspecific isozyme (Homo sapiens); in the data active = activation fold from about 3, or a potency from the dose series; inactive = the rest, 99 in 100 with activation fold below about 1.6; note: many of its hits are not listed in these tables
# RSV antiviral HEp-2: RSV antiviral activity via CPE protection, HEp-2 cells, primary 10 µM value included (AID 2391); HEp-2 cells, RSV-induced CPE inhibition; higher % means a stronger effect; 310,000 compounds, 0.13% hits; CPE inhibition, % at 10 µM, or IC50 in µM where a hit was titrated; in the data active = a potency from the dose series; inconclusive = CPE inhibition mostly from about 23% at the one dose, without a potency; inactive = the rest, 99 in 100 with CPE inhibition below about 21%; note: strong numbers were not always called active
# West Nile antiviral: West Nile virus antiviral activity, cell-based, CPE readout (AID 1621) | West Nile virus-infected cells, CPE inhibition; higher % means a stronger effect | CPE inhibition, % at 10 µM; hits with a dose series show IC50 in µM | 290,000 compounds, 0.02% hits; in the data active = a potency from the dose series; inconclusive = CPE inhibition mostly from about 3.7% at the one dose, without a potency; inactive = the rest, 99 in 100 with CPE inhibition below about 2.2%; note: strong numbers were not always called active
# UTI89 phage lysis: inhibition of K1F phage lysis, E. coli UTI89, bacterial capsule biogenesis inhibitors, alamar blue (AID 488966); 340,000 compounds, 0.02% hits; E. coli UTI89 K1F phage lysis, alamar blue, 2 h; higher % means a stronger effect; one-dose inhibition, % at 100 µM; IC50 in µM for titrated hits;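 active = phage lysis inhibition, versus mean bacterial control, above a set limit; inconclusive = no clear call, values can overlap the other calls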;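 note: capsule biogenesis inhibitors block K1F phage lysis so surviving cells raise fluorescence; higher fluorescence means more inhibition of phage lysis; actives were called in the ten point dose series up to 300 µM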
# PMI inhibition: human PMI inhibitors, high substrate, primary screen, biochemical, fluorescence intensity, high mannose 6-phosphate (AID 1220); 190,000 compounds, 0.66% hits; one-dose inhibition, % at 20 µM; IC50 in µM for titrated hits; recombinant PMI enzyme, coupled fluorescence intensity; higher % means a stronger effect
# M1AAP inhibition: P. falciparum M1AAP inhibitors, biochemical, fluorogenic H-Leu-NHMec substrate, 1536-well (AID 1445) | recombinant M1AAP, H-Leu-NHMec fluorogenic kinetic assay; higher % means a stronger effect | inhibition, % at 30 µM; hits with a dose series show IC50 in µM | 220,000 compounds, 0.42% hits | Aminopeptidase N (Plasmodium falciparum (isolate 3D7));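 active = primary inhibition above the hit cutoff, then over 50% inhibition at one or more dose response concentrations, cut at about 23% in these data, passing the limit was not always enough; inconclusive = conflicting primary data, or primary hits not chosen for dose response; inactive = low primary inhibition, or under 50% at every dose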;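 note: plate controls were DMSO full reaction for no effect and no enzyme background for full effect; strong numbers were not always called active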
# T cell modulator: modulators of CD8 T cell-vesicle binding, primary screen, mouse 2C CD8+ T cells, flow cytometry; 2C CD8+ T cell-vesicle binding; stronger effect = lower value; calls only at 7 µM; 330,000 compounds, 0.068% hits; AID 2052, 2009;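 active = response, share of CD8 T cells binding vesicles, and their 90th percentile fluorescence all below set limits, cut at about 80% in these data, passing the limit was not always enough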
#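 Material: murine 2C transgenic CD8+ T lymphocytes / Also added: QL9-peptide-loaded Drosophila micro-vesicles bearing Ld, ICAM-1 and B7-1 / Schedule: binding step 1.5 h, 37 °C, antibody labelling 20 min, ice / Signal: flow cytometry, PE anti-B7-1 (FL2) versus Alexa647 anti-CD8 (FL8), PFA-fixed / Evaluation: percent CD8+ FL2 mean versus row control / Benchmarks: naked versus QL9-loaded vesicles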
# M17LAP inhibition: P. falciparum M17LAP inhibitors, primary screen, biochemical, fluorogenic H-Leu-NHMec substrate, 1536-well (AID 1619). recombinant M17LAP, H-Leu-NHMec fluorogenic kinetic assay; higher % means a stronger effect. 220,000 compounds, 0.38% hits. inhibition, % at 30 µM; hits with a dose series show IC50 in µM;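 active = compound inhibiting the enzyme by more than half at any dose during confirmatory dose-response retesting; inconclusive = strong single-dose inhibitors picked by rank but not retested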;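 note: plate controls were full reaction with DMSO carrier for no effect and no enzyme background for full effect; strong numbers were not always called active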
# human PMI inhibition: inhibitors of human PMI, primary screen, biochemical, fluorescence intensity, coupled assay (AID 1209); Mannose-6-phosphate isomerase (Homo sapiens); purified PMI enzyme, coupled fluorescence intensity; higher % means a stronger effect; inhibition, % at 20 µM, or IC50 in µM where a hit was titrated; 190,000 compounds, 0.42% hits;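 note: plate controls were DMSO vehicle for no effect and wells lacking substrate for full effect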
# T cell modulator vesicle-bound %: second read-out of T cell modulator, no call of its own (marks repeat the call); double positive events, %; measured here: CD8+ vesicle-bound cell fraction;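 binding gate set so that unloaded-vesicle control wells show 10% double positive cells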
# Numbers without * were called inactive; i = inactive; u = inconclusive; x = not tested or not shown; [ ] = remark or other dose. Cut-off read from the data, not from the text of the source, unless noted: active = inhibition above about 50%; inactive = the rest.
# Each structure is followed by: TNAP activation fold	RSV antiviral HEp-2	West Nile antiviral	UTI89 phage lysis	PMI inhibition	M1AAP inhibition	T cell modulator	T cell modulator vesicle-bound %	M17LAP inhibition	human PMI inhibition
- O=C1N/C(=N/N=C/c2ccccc2O)SC1Cc1ccc(F)cc1 (stereo not drawn)
  x	-0.7%	-0.4%	0.3%	x	7%	i	37	10%	x
- CC1(C(=O)N/N=C/c2cc3c(cc2Br)OCO3)CC1(Br)Br (stereo not drawn)
  x	7.7%	-0.1%	0.0%	x	x	i	35	x	x
- N#CCCn1[nH]c(-c2ccccc2)cc1=O
  0.8	0.2%	-0.2%	0.6%	10%	4%	i	1	24%	4%
- Cc1ccc(C(=O)Cn2nnc3ccccc32)cc1C
  1.1	2.3%	-0.7%	7.3%	4%	6%	i	6	-3%	4%
- CCCCN(C)C(=O)c1cn(C)c2ccc(S(=O)(=O)N3CCC(C)CC3)cc2c1=O
  x	2.5%	-0.3%	0.2%	x	x	i	2	x	x
- CCCCC(=O)Nc1ccc(C(=O)NCCc2ccc(S(N)(=O)=O)cc2)cc1
  1.1	2.5%	-0.2%	-1.4%	-3%	2%	i	60	4%	-1%
- Cc1oc2ccc(O)cc2c1C(=O)c1ccc([N+](=O)[O-])cc1
  1	22%	-1.0%	0.1%	19%	-4%	i	23	-23%	14%
- O=C(CSc1nnc(SCc2ccccc2)s1)N/N=C/C=C\c1ccco1
  1.2	0.1%	0.2%	0.0%	-23%	18%	i	59	29%	-31%
- CC(C)(C)[C@@H]1C=C(C(N)=O)O[C@H](OCCCCO)C1
  x	2.1%	-0.1%	-0.1%	x	x	i	43	x	x
- CSc1nc2nc3c(c(=O)n2[nH]1)CCC3
  1.1	1.6%	0.6%	i	-8%	-1%	i	18	0%	-6%
- COc1cccc(C(=O)/C=C/Nc2ccc(S(=O)(=O)Nc3nc(C)cc(C)n3)cc2)c1
  1.3	1.3%	-1.4%	6.3%	0%	12%	i	4	44%	12%
- COc1ccccc1/C=C\C=N\n1c(C2CCCCC2)n[nH]c1=S
  0.7	3.0%	0.5%	-0.1%	9%	3%	i	49	-12%	15%
- COc1ccc2c(c1)c(=O)c(Br)c(C)n2Cc1ccccc1
  1.1	2.7%	-0.3%	1.2%	3%	-3%	i	17	-6%	2%
- COc1ccc(OCC(=O)Nc2ccccc2O)cc1
  0.9	0.8%	-0.6%	0.3%	2%	5%	i	32	-5%	1%
- Oc1c(C(c2cccs2)N2CCN(c3ccccc3)CC2)sc2ncnn12 (stereo not drawn)
  1	0.7%	0.1%	-0.1%	3%	4%	i	23	13%	-6%
- O=S(=O)(c1ccccc1)c1cnn(-c2ccccc2)c1-c1ccc(Cl)cc1
  1.1	8.1%	0.3%	2.2%	12%	-4%	i	18	0%	13%
- O=C(COC(=O)c1cccc(S(=O)(=O)N2CCN(c3ccccc3)CC2)c1)NCC1CCCO1 (stereo not drawn)
  x	1.0%	0.9%	0.1%	x	-2%	i	20	-10%	x
- CCCC(=O)Nc1ccc(C(=O)Nc2cc(C(F)(F)F)ccc2Cl)cc1
  1	6.5%	0.0%	-0.1%	-1%	10%	i	54	4%	2%
- CC1=C(C(=O)Nc2cccnc2)C(c2cccnc2)n2nc(-c3cccs3)nc2N1 (stereo not drawn)
  1	-0.9%	0.4%	0.1%	-3%	0%	i	35	9%	-2%
- FC(F)(F)COc1ccc(-c2nnc(SCc3ccccc3)o2)cn1
  x	x	0.1%	0.2%	x	9%	i	57	-17%	x
- CCCN(CCC)CCCNC(=O)c1cc2cc3ccc(OC)cc3nc2o1
  1	0.4%	x	i	3%	46µM*	i	48	i	10%
- CCOC(=O)C1CCN(C(=O)Nc2ccc(OC(F)(F)F)cc2)CC1
  x	1.2%	-0.1%	-0.2%	x	0%	i	32	7%	x
- CN(c1ccccc1)S(=O)(=O)c1nnc(NC(=O)COc2ccccc2)s1
  x	5.4%	-0.4%	-0.1%	x	x	i	45	x	x
- CCc1ccc(C(=O)NC(=S)NCc2cccnc2)cc1
  x	u	-0.6%	2.4%[50 µM]	x	x	i	9	x	x
- COC(=O)c1sccc1NC(=O)CC1C(=O)NCCN1C(=O)Nc1ccc(OCc2ccccc2)cc1 (stereo not drawn)
  x	2.3%	-0.1%	0.5%	x	5%	i	24	-1%	x
- CCNC(=O)CSc1nc(-c2ccccc2)cs1
  1.1	2.0%	0.0%	1.6%	-4%	-15%	i	21	8%	-6%
- O=C(Cc1ccccc1)N/N=C/c1ccccc1Cl
  1.1	1.0%	0.1%	0.7%	6%	6%	i	16	8%	8%
- COc1ccc(NC(=O)N[C@@H](CCSC)C(=O)O)cc1OC
  x	0.6%	1.1%	-0.9%[50 µM]	x	3%	i	18	2%	x
- COc1ccc(/C=N/N=C2/SCC(=O)N2Cc2ccccc2)cc1
  x	x	-0.6%	-0.1%	x	10%	i	20	16%	x
- CC1(C)CC(=O)C=C(Nc2ccc(Br)cn2)C1
  1.2	0.5%	0.0%	0.0%	-10%	5%	i	34	6%	-12%
- Cc1ccccc1N1CC(C(=O)Nc2ccc(S(=O)(=O)N3CCCCC3)cc2)CC1=O (stereo not drawn)
  x	2.0%	-0.2%	0.0%	x	x	i	49	x	x
- CCc1nnc(NC(=O)c2ccc3nc(CC)c(CC)nc3c2)s1
  1.1	2.1%	0.2%	1.1%	-9%	0%	i	54	-2%	-15%
- COC(=O)c1c(C)[nH]c(C(=O)/C=C/c2cccc(Cl)c2)c1C
  1	0.6%	-1.2%	2.9%[50 µM]	8%	5%	i	47	1%	19%
- CC(C)C[C@H]1CN=C(Nc2ccccc2)N1CC1CCC1
  x	-1.6%	-1.5%	0.3%	x	x	i	11	x	x
- O=C(Cn1nc(Cc2cccnc2)c2ccccc2c1=O)NCc1ccc2c(c1)OCO2
  0.8	5.7%	-0.3%	6.7%	-5%	-5%	i	38	-11%	-9%
- COc1ccc(CCC(C)N2CCc3ccccc3C2)cc1 (stereo not drawn)
  x	-1.5%	-0.5%	0.0%	x	x	i	52	x	x
- COC(=O)c1c(NC(=O)C(Cl)Cl)sc2c1C(C(=O)OC)CC2 (stereo not drawn)
  x	-0.8%	28µM*	-0.6%	x	6%	i	22	2%	x
- N#CCSc1nnc(-c2sc3ccccc3c2Cl)o1
  1.1	1.0%	-0.9%	1.6%[50 µM]	4%	0%	i	45	1%	3%
- COc1ccc(CCNCC(=O)Nc2ccc(OC(F)(F)F)cc2)cc1OC
  x	-2.4%	-0.9%	1.2%	x	x	i	32	x	x
- O=C(c1cccc([N+](=O)[O-])c1)c1cc2ccccc2o1
  1	1.3%	-0.6%	1.9%[50 µM]	17%	1%	i	56	-8%	9%

# Only M17LAP inhibition, T cell modulator and UTI89 phage lysis (2 entries from above):
Molecule	M17LAP inhibition	T cell modulator	UTI89 phage lysis
CCCCN(C)C(=O)c1cn(C)c2ccc(S(=O)(=O)N3CCC(C)CC3)cc2c1=O	x	i	0.2%
COc1ccc(CCNCC(=O)Nc2ccc(OC(F)(F)F)cc2)cc1OC	x	i	1.2%

# Remaining list, next part.
# Each structure is followed by: TNAP activation fold	RSV antiviral HEp-2	West Nile antiviral	UTI89 phage lysis	PMI inhibition	M1AAP inhibition	T cell modulator	T cell modulator vesicle-bound %	M17LAP inhibition	human PMI inhibition
- CCC(Nc1nc(-c2ccccc2)nc2ccccc12)C(=O)O (stereo not drawn)
  1.2	-0.7%	0.0%	0.4%	9%	5%	i	22	10%	19%
- CCc1ccc2nc(N)sc2c1
  1.1	6.6%	-0.2%	0.8%	-4%	5%	i	31	0%	-16%
- CCOC(=O)C1(CCOC)CCN(Cc2ccc(C(=O)OC)cc2)CC1
  1.1	0.5%	0.1%	1.6%	x	5%	i	45	-16%	x
- CCC(C)COC(=O)c1ccc(C(=O)O)cc1 (stereo not drawn)
  1.1	1.2%	x	-1.3%	2%	1%	i	61	-19%	4%
- CCOC(=O)C1=C(CSc2nc(C)cc(C)c2C#N)OC(N)=C(C#N)C1c1cccs1 (stereo not drawn)
  1.1	0.9%	-0.3%	x	56%*	8%	i	15	5%	37%
- O=C(c1ccc([N+](=O)[O-])o1)N1CCc2ccccc2C1
  x	3.8%	0.0%	-0.3%	x	7%	i	56	0%	x
- CC(C)c1nc2sc3c(c2c(=O)o1)CCCC3
  1.1	2.1%	0.6%	1.2%	10%	2%	i	60	-1%	0%
- CCOC(=O)C(NC(C)=O)(Nc1ccc(S(=O)(=O)Nc2ncccn2)cc1)C(F)(F)F (stereo not drawn)
  1.2	1.1%	1.0%	1.0%	-7%	-1%	i	38	-1%	-5%
- CNc1nc(Cl)nc(Nc2ccccc2)n1
  1.2	-3.2%	-0.1%	1.1%	-12%	-3%	i	8	-5%	-19%
- NC(=O)c1ccccc1OCCOCCOCCOc1ccccc1C(N)=O
  1.1	-0.3%	-0.7%	0.1%	11%	6%	i	62	-3%	9%
- N/C(Cc1ccc([N+](=O)[O-])cc1)=N\OC(=O)c1cccc(Br)c1
  1	3.1%	-1.2%	-0.3%	-5%	4%	i	54	-3%	-2%
- CC(=O)N1CCN(C23CC4CC(CC(C4)C2)C3)CC1
  x	0.7%	-0.1%	-0.2%	x	x	i	59	x	x
- CC(NC(=O)c1ccc2c(c1)OCO2)C(c1cccs1)N1CCN(c2ccccc2)CC1 (stereo not drawn)
  x	0.3%	-0.5%	1.9%[50 µM]	x	3%	i	48	13%	x
- COc1cccc(OCCOc2c(OC)cccc2OC)c1
  1	-0.3%	-0.6%	-0.3%	6%	1%	i	29	5%	13%
- Cc1ccc(C)c(NC(=S)NNC(=O)c2cc3c(s2)CCC(C)C3)c1 (stereo not drawn)
  2	5.7%	0.2%	7.5%	-2%	-11%	i	30	10%	-6%
- COCCN1C(=O)N(c2cccc(C)c2)C(=O)C1CC(=O)Nc1ccc(OC)cc1 (stereo not drawn)
  x	1.0%	-0.3%	-0.8%	x	x	i	3	x	x
- O=C(O)CNC(=O)CC1S/C(=N/N=C2/NC(=O)CS2)NC1=O (stereo not drawn)
  1.1	0.8%	0.3%	-0.1%	30%	-6%	i	48	24%	25%
